NPY-Y1 antag – antagonists of human neuropeptide Y receptor Y1 | P25929 | HEK293-CNG Y1 cells, membrane potential fluorescence; NPY at EC95, then isoproterenol | inhibition, % at 3.6 µM | 200,000 compounds, 1% hits | AID 1040;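 active means inhibition above the campaign mean inhibition of all tested compounds plus 3 SD, cut at about 20% in these data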;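 further: 0% = DMSO wells given NPY plus isoproterenol and 100% = isoproterenol alone without NPY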
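Material: HEK293 Y1/CNG channel cell line; also added: NPY (25 nM), isoproterenol (1 µM), Ro 20-1724 (25 µM); doses: one concentration, 3.6 µM, in 0.4% DMSO; schedule: compound incubation 1 h at room temperature, readout 45 min post-stimulation; technique: membrane potential fluorescence; measure: fluorescence ratio normalized to % inhibition between controls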
NPY1 pot ag – human NPY-Y1 potentiation or agonism, primary screen. P25929. NPY-Y1 expressing cells, potentiator/agonist activation. activation, % at 3.6 µM. 220,000 compounds, 0.37% hits. AID 1304; in the data active means activation above about 33%, passing the limit was not always enough;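 further: cells stimulated with NPY at EC10 then isoproterenol at EC100; 0% = low agonist plus stimulus and 100% = saturating agonist plus stimulus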
p97 inhibitor – human p97 ATPase inhibition. AID 1481. 220,000 compounds, 0.42% hits. inhibition, % at 8 µM. P55072. recombinant p97 ATPase, Kinase-Glo ATP luminescence, 3 h; in the data active means inhibition above about 15%;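 further: 0% = DMSO vehicle and 100% = wells lacking enzyme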
S1P4 agonist – activates the human S1P4 receptor; S1P4-expressing cell line, agonist reporter assay; activation, % at 4.98 µM; 220,000 compounds, 0.35% hits; AID 1509; in the data active means activation above about 11%;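 further: 0% = DMSO vehicle and 100% = reference agonist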
S1P4 antag – antagonists of human S1P4 receptor. O95977. S1P4-expressing cells, antagonist mode, reporter read-out. inhibition, % at 4.98 µM. 220,000 compounds, 0.26% hits. AID 1510; in the data active means inhibition above about 29%;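 further: 0% = wells stimulated with agonist and 100% = vehicle wells without agonist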
eIF4E 4G PPI – inhibitors of eIF4E and eIF4G interaction in translation initiation | P63073+Q04637 | 220,000 compounds, 0.37% hits | inhibition, % at 21.7 µM | TR-FRET eIF4E-eIF4GI(517-606) binding, 2 h;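 active means inhibition above about 30%, limit read from the data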;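 further: 0% = full FRET control wells and 100% = background wells lacking eIF4GI fragment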
EP2 antag – EP2 receptor (human) inhibition; P43116; C6 glioma cells expressing human EP2, cAMP TR-FRET; cells stimulated with saturating PGE2; inhibition, % at 25 µM; 260,000 compounds, 0.52% hits;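 active means percent inhibition above 40 after rounding to a whole number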;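 further: rat C6 glioma host cells with rolipram phosphodiesterase inhibitor present; the protocol text gives 20 µM as final concentration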
Target sequence (P43116 whole entry, looked up): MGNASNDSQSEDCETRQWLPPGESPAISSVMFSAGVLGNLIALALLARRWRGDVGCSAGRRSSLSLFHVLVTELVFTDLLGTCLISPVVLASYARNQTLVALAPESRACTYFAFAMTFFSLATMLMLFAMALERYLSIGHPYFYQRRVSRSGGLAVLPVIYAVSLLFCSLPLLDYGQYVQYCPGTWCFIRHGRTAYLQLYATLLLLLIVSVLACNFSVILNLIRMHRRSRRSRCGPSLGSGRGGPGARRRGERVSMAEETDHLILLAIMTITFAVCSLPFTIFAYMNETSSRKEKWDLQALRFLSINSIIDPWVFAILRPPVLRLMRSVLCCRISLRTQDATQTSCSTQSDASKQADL
NPY2 pot ag – potentiates or activates human NPY-Y2 receptor | P49146 | activation, % at 3.6 µM | 220,000 compounds, 0.45% hits | AID 1359 | cells expressing NPY-Y2, potentiator/agonist read-out; in the data active means activation above about 27%;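 further: cells stimulated with NPY near EC25 plus isoproterenol at EC100; 0% = vehicle plus submaximal agonist and 100% = vehicle plus saturating agonist; some results beyond the cut were filed as inactive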
Target sequence (P49146 whole entry, looked up): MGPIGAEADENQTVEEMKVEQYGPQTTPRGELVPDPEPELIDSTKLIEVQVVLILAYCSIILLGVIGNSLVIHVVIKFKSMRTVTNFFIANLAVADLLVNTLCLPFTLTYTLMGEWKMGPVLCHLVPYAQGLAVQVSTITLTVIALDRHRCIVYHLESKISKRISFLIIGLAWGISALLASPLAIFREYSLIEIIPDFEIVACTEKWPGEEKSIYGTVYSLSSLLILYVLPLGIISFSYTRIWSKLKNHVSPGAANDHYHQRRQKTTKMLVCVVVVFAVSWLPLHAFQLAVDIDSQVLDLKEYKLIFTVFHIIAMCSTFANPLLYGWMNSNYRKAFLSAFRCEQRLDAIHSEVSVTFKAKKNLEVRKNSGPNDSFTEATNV
EP2 mod – EP2 receptor (human) modulation. induction, % at 25 µM. P43116. 260,000 compounds, 0.83% hits. EP2-expressing cells, cAMP HTRF FRET, PGE2 co-stimulation;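 active means compounds whose cAMP rise, as percent of the full-agonist control response, exceeds 60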;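 further: rat C6 glioma line stably carrying human EP2 under a CMV promoter; the protocol text gives 20 µM as final concentration; 100% = response of wells given 1 µM PGE2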
Starred values were filed as active, the others as inactive; / = no result given; & = joins results of further samples; [ ] = remark or other dose.

SMILES	NPY-Y1 antag	NPY1 pot ag	p97 inhibitor	S1P4 agonist	S1P4 antag	eIF4E 4G PPI	EP2 antag	NPY2 pot ag	EP2 mod
CN=c1scc(-c2cccs2)n1/N=C/c1ccc(O)c(O)c1O	-2.0	42.7	2.0	2.9	-19.1	7.7	10.3	27.8	-2.1
O=C(COC(=O)c1ccc(Br)cc1)NCc1ccccc1	4.0	-23.3	0.4	15.0*	-15.3	0.6	11.3	9.3	20.5
CCC(C)NC(=O)c1ccccc1NC(=O)Nc1ccccc1 (configuration not stated)	1.7	15.1	0.6	0.6	-14.5	3.4[fluorescence artefact?]	16.6	5.2	-6.1
O=C(NCCc1ccccc1)C(=O)NN=C1CCCC1	-3.7	-4.9	-0.7	1.6	1.7	3.2	/	3.8	8.6
O=C(O)CCCN1C(=O)C2C3CCC(O3)C2C1=O (configuration not stated)	1.6	-28.0	-2.2	1.4	-5.0	4.1[fluorescence artefact?]	8.9	-1.2	9.0
O=C(Nc1ccc(S(=O)(=O)Nc2ncccn2)cc1)c1ccc(Br)o1	-1.3	-0.8	-1.9	1.5	-21.6	1.3	9.6	6.1	8.6
COc1ccc(CC(=O)N2CCCc3ccccc32)cc1OC	-3.9	9.3	4.0	-1.7	-12.4	-2.5	10.9	-3.6	-18.6
Cn1c(=O)cc(OCC(=O)NC2CCCCC2)c2ccccc21	7.4	-16.1	-8.3	0.4	-2.4	3.6	3.3	-15.4	-32.8
O=C(OCc1cn(-c2ccc(Cl)cc2)nn1)c1ccccc1	20.6*	-27.0	-2.2	1.2	0.5	10.3	/	-13.8	-66.1
CC(C)C(NC(=O)c1ccc(C(C)(C)C)cc1)C(=O)O (configuration not stated)	-1.4	-6.5	3.9	-0.4	5.8	-5.5[fluorescence artefact?]	3.3	-9.0	26.4
O=c1[nH]c(N/N=C/c2ccccc2)nc2ccccc12	1.4	-28.4	4.0	4.0	4.9	7.1	6.5	-26.2	68.6*
COc1ccc(CC(=O)n2c(CC#N)nc3ccccc32)cc1OC	8.8	5.8	5.4	3.3	-12.3	2.1	9.8	-10.1	5.8
CCc1cccc(C)c1NC(=S)N(CCN(C)C)C(C)c1cccnc1 (configuration not stated)	6.8	9.1	1.7	3.1	-10.3	-3.6	8.5	9.1	-15.0
N#C/C(=N\Nc1ccccc1F)C(=N)N1CCCCC1	-3.6	-3.0	4.0	-0.5	3.4	-1.3	8.9	0.8	6.8
c1nc2sc3c(c2c2nnnn12)CCCC3	-6.5	-12.4	3.0	2.1	-1.4	/	10.3	18.7	18.0
CCSc1nc(O)c(CC)c(=O)n1C(C)CC (configuration not stated)	5.5	0.4	-3.1	-0.2	-1.4	11.0	12.1	-12.4	32.6
Cc1ccc(-c2nc(CN3CCCCC3)cc(CN3CCCCC3)c2O)cc1	8.8	-0.4	3.7	2.3	-18.8	3.0	6.6	1.5	27.2
O=C(Nc1ccc(C(F)(F)F)cc1)N1CCN(c2ccnc3cc(Cl)ccc23)CC1	/	-14.0	-3.9	-1.4	-8.8	6.1	6.9	-30.6	-28.1
CC(=O)N1N=C(c2cccc([N+](=O)[O-])c2)OC1c1cccc(Br)c1 (configuration not stated)	2.5	3.5	-1.1	1.6	-4.5	1.4	-0.3	5.5	21.0
O=[N+]1C2=C(CCCC2)N([O-])C12CCCC2	2.9	-12.2	-4.2	0.5	-13.1	-0.3	6.5&8.6	-7.7	42.3&-7.6
O=c1cc(-c2c(F)c(F)c(F)c(F)c2F)oc2c(F)c(F)c(F)c(F)c12	-5.2	15.7	8.9	-3.0	15.4	4.8	10.4	9.4	-28.4
COc1ccc(Br)cc1CN1CCN(C(=O)c2ccc(OC)c(OC)c2)CC1	-3.0	-3.1	1.5	-1.0	-7.2	3.1	5.8	-3.8	15.8
COc1cc(C(N)=O)cc(Cl)c1OCc1ccccc1	-1.4	7.6	2.9	0.7	7.1	20.1	6.2	12.8	22.8
COc1ccc(N2CCC(CNC(=S)Nc3cccc(OC)c3)C2)cc1 (configuration not stated)	4.6	5.0	0.3	-0.2	4.0	15.0	7.8	14.7	-77.3
Cc1c(C(=O)OCC(=O)Nc2c(C)n(C)n(-c3ccccc3)c2=O)cccc1[N+](=O)[O-]	1.9	4.8	4.2	-1.4	-3.0	2.3	3.3	7.8	22.5
COc1ccc(N2C(=O)CC(Nc3ccc(C(=O)O)cc3)C2=O)cc1OC (configuration not stated)	3.1	-12.4	-3.0	0.5	-20.9	0.6	3.9	-8.1	-0.4
CCCSC1=N/C(=C\c2ccsc2)C(=O)S1	-3.8	-5.1	2.5	1.1	-13.7	5.2	13.0	-2.7	24.7
Cc1nnc(SCCn2c(N3CCN(C)CC3)nc3c2c(=O)[nH]c(=O)n3C)s1	-6.8	-5.8	-0.3	0.9	-2.5	-6.7	4.0	17.7	36.5
CCOC(=O)c1cc2c(C)n(-c3ccc(OCC)cc3)c(C)c2ccc1=O	2.4	10.0	12.9	0.2	-11.4	1.5	7.5	11.4	-7.6
Cc1cccc(-n2c(CNC(=O)Cc3ccccc3)n[nH]c2=S)c1	-2.2	-8.4	1.6	2.9	-22.6	3.3	4.5	-16.6	9.3
O=C(CNS(=O)(=O)c1ccccc1)Nc1cccc([N+](=O)[O-])c1	1.9	1.5	3.5	-1.3	1.4	-0.4	3.9	-10.5	-24.0
c1ccc(-c2cn3c(n2)-c2ccccc2C3)cc1	-3.6	-10.7	-35.2	1.8	-1.8	3.0	7.8	2.5	-2.8
C=CCn1c(-c2ccccc2)ccc(C#N)c1=O	5.6	-9.6	-7.3	1.1	-9.2	11.4	3.8	-9.3	64.1*
CC(C)(Oc1ccc(Cl)cc1)C(=O)NCCCn1ccnc1	-4.1	0.4	0.7	-0.8	-8.6	-0.6	9.0	1.7	-3.4
Cc1ccc(C(=O)Nc2cc(C(F)(F)F)ccc2N2CCCCC2)cc1[N+](=O)[O-]	6.6	11.2	-5.3	0.5	-16.4	-0.5	11.3	-9.2	38.4
O=C(Nc1cccc(S(=O)(=O)N2CCOCC2)c1)c1c2c(nc3ccccc13)CCC2	8.5	6.5	3.4	-0.6	-5.8	13.4	7.3	2.2	-1.2
COc1ccc(CCNC(=O)Cn2cnc3c2c(=O)n(C)c(=O)n3C)cc1OC	1.5	6.4	1.5	0.2	7.2	3.1	6.8	-3.3	23.9
COc1cc2c(cc1NC(=S)NC(=O)c1c(OC)cccc1OC)oc1ccccc12	-1.2	-12.0	-3.3	0.3	-25.5	7.0[fluorescence artefact?]	7.9	-5.7	3.6
CCOC(=O)C1=C(CSc2nc3c(cc2C#N)CN(C)CC3)OC(N)=C(C#N)C1c1ccccc1 (configuration not stated)	0.7	-1.7	2.4	1.8	-4.5	-11.4	18.6	2.6	-40.7
CCOC(=O)c1c(NC(=O)CCN2C(=O)c3ccccc3C2=O)sc(C(=O)OC(C)C)c1C	8.8	-2.6	-1.7	-0.6	-8.4	-1.5[fluorescence artefact?]	7.2	-4.4	-6.3
COC(=O)c1ccccc1NC(=O)/C=N/O	0.0	-4.5	2.0	-0.9	-10.6	-6.0[fluorescence artefact?]	/	3.6	0.1
COCCn1c(SCc2cccnc2)nnc1-c1ccco1	-5.2	-3.9	2.2	-0.9	-9.2	-6.8	5.0	12.7	3.7
COc1cccc(NC(=O)c2nc3ncccn3n2)c1	3.3	7.4	2.8	0.2	-32.5	2.4	8.8	-2.2	5.3
CCOc1cc(/C=N/N=C(/N)c2nonc2N)cc(Br)c1OCc1ccc(Cl)cc1	10.3	-20.5	-0.6	-1.4	-9.8	-13.1	2.4	-4.3	10.0
CCc1ccccc1S(=O)(=O)Cc1ccc(C(=O)NCC2CCCO2)o1 (configuration not stated)	-5.2	-14.2	-0.1	-2.1	0.1	-5.3	9.7	10.2	-5.5
COc1ccc(C)c(S(=O)(=O)Nc2ccc(OCC(=O)O)cc2)c1	1.8	7.2	1.6	-1.4	-15.4	-2.4	13.1	-6.2	14.3
CN1CCC(N(C)C(=S)Nc2ccc(SC(F)F)cc2)CC1	-2.2	3.4	3.3	1.8	-6.2	0.1	7.5	2.4	-39.2
COC(=O)c1ccc(-c2noc(CN(Cc3nccn3C)C(C)C)n2)cc1	-1.0	13.4	1.2	1.4	11.3	-5.6	6.7	3.6	-26.8
Cc1nc(C2COc3ccccc3O2)sc1C(=O)O (configuration not stated)	/	0.1	-4.3	0.2	-18.7	4.7	10.4	-3.0	-18.1
Cc1noc(C)c1COC(=O)COc1ccc2c(C)cc(=O)oc2c1	4.3	-4.7	1.2	1.7	-22.6	-1.6	11.9	-0.6	5.5

(continued)
SMILES	NPY-Y1 antag	NPY1 pot ag	p97 inhibitor	S1P4 agonist	S1P4 antag	eIF4E 4G PPI	EP2 antag	NPY2 pot ag	EP2 mod
CCOC(=O)c1ccc(NC(=O)CSc2nc(NC(=O)c3ccccc3)c3c(C)c(C)oc3n2)cc1	9.5	-8.1	-2.0	2.1	-2.5	2.1	2.1	-6.8	5.4
O=C(CSC1=NCCS1)N1CCCCCC1	-2.1	16.1	3.7	0.7	-27.8	-0.5	4.2	18.9	-0.3
Cc1ccn2cc(C34CC5CC(CC(C5)C3)C4)nc2c1	4.1	8.9	0.1	0.3	3.6	-1.0	5.0	-10.0	-18.6
Cc1cccc(CSc2nc3c(c(=O)n2C)SCC3)c1	-2.6	-8.3	-7.2	-1.1	-16.9	0.5	6.1	-27.3	16.7
O=C(CNC(=O)c1ccccc1)OCc1ccc([N+](=O)[O-])cc1	2.4	4.1	4.8	-0.9	-3.1	15.1	2.9	11.3	-11.0
N#CCCn1cc(C=C(C#N)C#N)c(-c2ccc(-c3ccccc3)cc2)n1	-7.5	1.6	1.0	0.4	-19.9	-3.2	9.6	0.2	-30.1
O=C1c2cccnc2C(Nc2ccc(Br)cc2Br)N1Cc1cccs1 (configuration not stated)	3.1	-1.3	5.8	-0.7	-12.9	3.3	4.7	1.9	10.7

A second format for some results above:
Below each SMILES – NPY-Y1 antag, NPY1 pot ag, p97 inhibitor, S1P4 agonist, S1P4 antag, eIF4E 4G PPI, EP2 antag, NPY2 pot ag, EP2 mod
Cc1noc(C)c1COC(=O)COc1ccc2c(C)cc(=O)oc2c1
  4.3, -4.7, 1.2, 1.7, -22.6, -1.6, 11.9, -0.6, 5.5
CCOC(=O)c1ccc(NC(=O)CSc2nc(NC(=O)c3ccccc3)c3c(C)c(C)oc3n2)cc1
  9.5, -8.1, -2.0, 2.1, -2.5, 2.1, 2.1, -6.8, 5.4
O=C(CSC1=NCCS1)N1CCCCCC1
  -2.1, 16.1, 3.7, 0.7, -27.8, -0.5, 4.2, 18.9, -0.3
Cc1ccn2cc(C34CC5CC(CC(C5)C3)C4)nc2c1
  4.1, 8.9, 0.1, 0.3, 3.6, -1.0, 5.0, -10.0, -18.6
Cc1cccc(CSc2nc3c(c(=O)n2C)SCC3)c1
  -2.6, -8.3, -7.2, -1.1, -16.9, 0.5, 6.1, -27.3, 16.7
O=C(CNC(=O)c1ccccc1)OCc1ccc([N+](=O)[O-])cc1
  2.4, 4.1, 4.8, -0.9, -3.1, 15.1, 2.9, 11.3, -11.0
N#CCCn1cc(C=C(C#N)C#N)c(-c2ccc(-c3ccccc3)cc2)n1
  -7.5, 1.6, 1.0, 0.4, -19.9, -3.2, 9.6, 0.2, -30.1
O=C1c2cccnc2C(Nc2ccc(Br)cc2Br)N1Cc1cccs1 (configuration not stated)
  3.1, -1.3, 5.8, -0.7, -12.9, 3.3, 4.7, 1.9, 10.7

High-throughput results deposited in PubChem by several laboratories.

This is a subset; count on the stated rates, not on these rows.
